# FBW7 activator: activators of human E3 ligase FBW7; Q969H0; AlphaScreen FBW7–phospho-cyclin E peptide binding, activator screen; normalized activity (activation), % at 26.1 µM; actives 0.13% (n = 650,000); in the data active means normalized activity above about 1.9%;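 further: purified mutant Fbw7 with reduced substrate affinity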
# TEAD-YAP block: TEAD-YAP interaction inhibition; HEK-TIYL cells, TEAD-Gal4/YAP UAS-luciferase luminescence; inhibition, % at 9.12 µM; actives 1.4% (n = 640,000); AID 1259422; in the data active means inhibition above about 32%;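 further: 0% = median of test compound wells and 100% = reference inhibitor wells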
# MITF inh: human MITF inhibition, primary screen; AlphaScreen MITF homodimerization, bead proximity signal; inhibition, % at 2.6 µM; actives 0.91% (n = 650,000); AID 1259374; in the data active means inhibition above about 50%;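 further: 0% = vehicle wells with protein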
# Target sequence (O75030 whole entry, looked up): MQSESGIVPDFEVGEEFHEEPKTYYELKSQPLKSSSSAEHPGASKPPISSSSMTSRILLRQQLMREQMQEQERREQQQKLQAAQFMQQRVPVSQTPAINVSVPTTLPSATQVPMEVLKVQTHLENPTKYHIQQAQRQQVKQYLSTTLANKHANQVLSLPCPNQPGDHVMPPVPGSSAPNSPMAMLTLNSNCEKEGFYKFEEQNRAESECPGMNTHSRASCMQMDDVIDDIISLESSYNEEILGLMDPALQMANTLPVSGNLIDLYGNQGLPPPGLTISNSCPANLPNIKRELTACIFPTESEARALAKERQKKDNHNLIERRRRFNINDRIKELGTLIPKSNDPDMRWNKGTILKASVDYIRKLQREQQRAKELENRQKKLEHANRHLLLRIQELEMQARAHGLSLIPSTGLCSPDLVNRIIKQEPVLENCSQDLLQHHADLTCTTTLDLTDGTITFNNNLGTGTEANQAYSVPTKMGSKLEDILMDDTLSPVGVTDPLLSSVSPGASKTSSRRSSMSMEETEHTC
# GPR151 ag: human GPR151 activation | PathHunter beta-arrestin GPR151 cells, luminescence | AID 1508602 | actives 1% (n = 650,000) | Q8TDV0 | activation, % at 11.2 µM; in the data active means activation above about 4.9%;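 further: 0% = median of compound wells and 100% = cells with positive control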
# Target sequence (Q8TDV0 whole entry, looked up): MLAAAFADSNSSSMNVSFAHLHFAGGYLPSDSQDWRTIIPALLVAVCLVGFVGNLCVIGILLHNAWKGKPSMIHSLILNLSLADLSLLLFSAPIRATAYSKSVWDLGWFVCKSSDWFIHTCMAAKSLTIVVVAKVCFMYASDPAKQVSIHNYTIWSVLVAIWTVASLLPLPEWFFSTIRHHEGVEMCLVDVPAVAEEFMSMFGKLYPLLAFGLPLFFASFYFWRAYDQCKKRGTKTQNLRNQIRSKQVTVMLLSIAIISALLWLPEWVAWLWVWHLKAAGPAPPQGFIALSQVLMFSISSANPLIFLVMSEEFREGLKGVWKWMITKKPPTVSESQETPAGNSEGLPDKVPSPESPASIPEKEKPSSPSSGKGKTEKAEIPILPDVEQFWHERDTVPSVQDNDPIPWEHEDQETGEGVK
# Starred values were filed as active, the others as inactive; x = no result given.
SMILES,FBW7 activator,TEAD-YAP block,MITF inh,GPR151 ag
O=C1OC(c2cccc(Cl)c2)=N/C1=C\c1ccccc1Br,-0.1,8,5,0.1
COc1ccccc1C(=O)Nc1ccn(Cc2cccc(C)c2)n1,0.1,-4,1,-0.9
CC(/C=C/c1ccc2c(c1)OCO2)=N\NC(=O)c1ccccc1,-0.1,-62,1,0.1
CCOc1ccc(C(=O)CSc2nnc(NCc3ccccc3)s2)cc1,0.0,-8,3,-1.4
Cc1cc(C)cc(OCC(=O)N2CCCC2)c1,-0.1,-12,-2,1.8
COc1cc(/C=C2/C(=N)N3N=C(c4ccccc4)SC3=NC2=O)ccc1OCCOc1cc(C)ccc1C,-0.1,2,8,-1.3
CCC(C)O/N=C1\C(=O)N(c2ccccc2)c2ccccc21 (centres undefined),0.0,2,2,0.3
CSc1ccccc1C(=O)Nc1cc(C(F)(F)F)ccc1C(=O)O,-0.1,4,4,0.2
CCC1(C)OC(=O)N2CCc3c(C)[nH]c4c(C)ccc(c34)C21C (centres undefined),-0.1,3,6,-0.9
CCOC(=O)CCCNC(=O)COC(=O)c1cnc(Cl)c(Cl)c1,0.1,8,17,-1.5
CCN(CC)S(=O)(=O)c1ccc(C(=O)N2CCN(c3nc4ccccc4s3)CC2)cc1,0.0,-7,-3,0.4
CCC(=O)N1CCCc2cc(S(=O)(=O)N3CC=C(c4ccccc4)CC3)ccc21,-0.1,15,16,0.4
CN(CC(=O)Nc1cccc(Cl)c1)S(=O)(=O)c1ccc2ccccc2c1,0.1,1,14,-1.1
O=C(NCc1ccc(Cl)c(Cl)c1)c1ccc(N2CCC(Cc3ccccc3)CC2)c([N+](=O)[O-])c1,0.6,2,10,-0.8
CC1SCC(=O)N(CC(=O)Nc2ccccc2F)C1=O (centres undefined),0.0,9,5,-1.5
O=C(CCN1C(=O)C2C3C=CC(CC3)C2C1=O)Nc1ccc2c(c1)OCO2 (centres undefined),0.1,-11,-11,-1.2
CCCC1=[N+](CC(C)=O)CCn2c(C)ccc21,0.3,4,-8,1.7
CCOC(=O)CC(N)c1ccccc1F (centres undefined),0.1,-2,4,0.2
Cc1onc(C(=O)N2CCN(c3ccc(F)cc3)CC2)c1-c1ccccc1Cl,0.0,-17,-8,-0.7
COc1ccc(OC)c(C2=NS(=O)(=O)N(C)C(C(=O)Nc3ccccc3SC)=C2)c1,-0.3,4,8,-3.6
CCC(Sc1nc2n[nH]c(C)c2c(=N)n1-c1ccc(C)c(Cl)c1)C(=O)N1CCCC1 (centres undefined),0.1,-1,6,0.1
O=C(O)C1CCCCC1C(=O)Nc1ccc(Oc2ccc(Cl)cc2)cc1 (centres undefined),-0.1,8,1,0.4
O=C(CCN1CCN(Cc2cccc3ccccc23)CC1)Nc1ccccc1,0.2,5,4,1.3
CCOC(=O)c1sc(NC(=O)CSc2nnc(CNC(=O)c3cccs3)n2-c2ccccc2OC)c(C(=O)OCC)c1C,0.1,-1,13,1.4
COC(=O)C(Cc1c[nH]c2ccccc12)NC(=O)C(Cc1ccccc1)NS(=O)(=O)c1ccc(C)cc1 (centres undefined),0.1,5,12,-0.5

# Whole records as entered above. Order of screens: FBW7 activator | TEAD-YAP block | MITF inh | GPR151 ag
# Results for O=C(NCc1ccc(Cl)c(Cl)c1)c1ccc(N2CCC(Cc3ccccc3)CC2)c([N+](=O)[O-])c1 = 0.6 | 2 | 10 | -0.8
# Results for O=C(CCN1C(=O)C2C3C=CC(CC3)C2C1=O)Nc1ccc2c(c1)OCO2 (centres undefined) = 0.1 | -11 | -11 | -1.2

# (more compounds)
SMILES,FBW7 activator,TEAD-YAP block,MITF inh,GPR151 ag
CCOC(=O)N1CCN(C(=O)CCCn2c(=S)[nH]c3ccccc3c2=O)CC1,0.0,8,4,-0.9
Cc1cc(S(=O)(=O)NCc2ccco2)c(C)s1,-0.3,-4,-11,-1.5
Cc1ccc(NC(=O)c2cc3ccccc3oc2=O)cc1,0.0,18,10,-0.9
CCOC(=O)CSc1nc(-c2cccs2)nc2c1c(=O)n(C)c(=O)n2C,0.6,-7,19,-1.8
CC(=O)Nc1cccc(NC(=O)CSc2nc(-c3cccs3)cc(-c3ccccc3)c2C#N)c1,-0.1,7,5,-0.5
N#Cc1ccc(NC(=O)c2cc3nc(-c4ccco4)cc(C(F)(F)F)n3n2)cc1,1.0,2,15,-0.4
CCOC(=O)CC(=O)CSc1ccc2nnc(-c3ccc(OCC)cc3)n2n1,0.6,-6,6,-0.1
c1ccc2[nH]c(-c3ccc4nc[nH]c4c3)nc2c1,0.0,-34,-5,-4.8
Cc1cc(C(=O)O)c([N+](=O)[O-])cc1[N+](=O)[O-],0.5,7,12,-1.1
CC1CCC(NC(=O)c2ncn[nH]2)CC1 (centres undefined),-0.7,11,7,0.9
Cc1ccc(S(=O)(=O)N/N=C2\CC3(O)CCC2(C)CC3)cc1,0.2,6,16,0.1
CC1CC(C)CN(C(=O)COc2ccc3c(c2)C(=O)CC(C)(C)O3)C1 (centres undefined),0.1,-10,6,0.8
O=C(NNC(=O)c1ccco1)c1cc2nc(-c3cccs3)cc(C(F)(F)F)n2n1,-0.2,0,-8,1.3
Cc1nnc(Sc2cc(C(=O)NCc3cccnc3)c3ccccc3n2)s1,1.1,0,10,-0.6
CCOc1ccc(Oc2ccc(NC(=O)Cn3cnc4c3c(=O)n(C)c(=O)n4C)cc2)cc1,0.0,4,0,-0.8
C=CCn1c(C)cc(C(=O)CSc2nnc(-c3ccc4c(c3)OCO4)o2)c1C,0.0,-6,7,1.9
CCN(CC)S(=O)(=O)c1ccc(NC(=O)c2ccc(NS(C)(=O)=O)cc2)cc1,0.3,-5,19,-0.8
O=C(O)c1ccc(-n2cc(-c3cc(F)cc(F)c3)cn2)cc1,0.0,-45,15,-5.6
Cc1ccc(N2C(=O)c3ccc(C(=O)NN4C(=O)c5ccccc5C4=O)cc3C2=O)cc1C,-0.1,9,10,0.1
Cc1ncc2c(c1CNC(=O)CSc1ncccn1)CCN(C(=O)c1ccccc1)C2,0.0,7,-3,1.5
Cc1c(C(=O)NN)c2cc(O)ccc2n1CCO,0.0,-3,-23,-1.1
COCCOC(=O)c1c(C)oc2ccc(OCC(=O)c3ccc(Br)cc3)cc12,0.0,1,32,0.5
Cc1c(/C=N/NC(=O)COc2ccc(-c3ccccc3)cc2)cc(C#N)n1C,-0.1,5,-4,1.3
O=C(Nc1ccc(F)cc1)/C(=C/c1cccc([N+](=O)[O-])c1)NC(=O)c1cccs1,0.1,2,11,-0.8
CCN(CC)c1nc(NCCc2ccc(OC)cc2)nc(N2CCCC2CO)n1 (centres undefined),0.1,-6,10,-0.5

# Going on with the list:
SMILES,FBW7 activator,TEAD-YAP block,MITF inh,GPR151 ag
C=CCN(C(=O)CN(C)S(=O)(=O)c1ccc2c(c1)CCC(=O)N2)C1CCCCC1,0.1,0,16,0.0
O=C(CN1C(=O)C2C3CCC(C3)C2C1=O)N1CCCC(c2[nH]ncc2-c2ccncc2)C1 (centres undefined),0.2,-2,-10,1.1
O=C(N/N=C/c1ccco1)c1ccccn1,-0.1,-61,19,-1.8
CCCNc1nc(-c2csc3ccccc23)nc2c1ncn2C1CCCCC1,0.0,-3,0,-0.5
Cc1cccc(C)c1NC(=O)C(=O)NCC(C)C,0.8,-24,1,-1.0
CC(/C=N/Nc1nc(N2CCOCC2)nc(N2CCOCC2)n1)=C\c1ccccc1,0.0,8,10,-0.7
COc1cccc(Nc2nc3ccc(OC)cc3s2)c1,0.1,-50,16,-0.1
CCS(=O)(=O)N1CCN(c2ncnc3c(-c4ccc(Cl)cc4)nsc23)CC1,0.1,-6,22,-0.5
COc1ccc(-n2ncc3c(SCC(=O)N4C(C)CCCC4C)ncnc32)cc1 (centres undefined),-0.1,2,9,0.3
CCOc1ccc(Br)cc1S(=O)(=O)N(C)CCC#N,0.1,5,14,0.4
CCNC(=O)/C(C#N)=C/c1c(Oc2ccccc2)nc2c(C)cccn2c1=O,0.0,8,-5,-0.7
N[C@H](Cc1ccc(Br)cc1)C(=O)N1CCC(c2nc(-c3ccncc3)no2)CC1,-0.7,5,28,-0.5
CCCCOc1ccc(Cc2n[nH]c(=S)n2C)cc1,0.0,9,-5,-0.5
CCOc1ccccc1C1SCC(C(=O)O)N1C(C)=O (centres undefined),-0.1,-6,-11,-0.3
O=P1(NNC(=S)Nc2ccccc2)C=C(c2ccccc2)OC(c2ccccc2)=C1,0.3,19,5,-1.2
COc1ccc(NC(=O)c2ccccc2C(=O)O)cc1S(=O)(=O)N1CCCCC1,1.1,7,20,0.0
Nc1c2c(nc3sc4c(c13)CCCCC4)CCCCC2,0.0,-64,0,-2.3
CS(=O)(=O)N1CCN(S(=O)(=O)c2cccc(C(=O)O)c2)CC1,-0.1,-5,-1,-1.1
COC(=O)C1=C(C)N(C)C(=O)NC1c1ccc(O)c(O)c1 (centres undefined),0.0,-2,32,0.7
O=C(Nc1ccc(F)cc1)N(Cc1cc2cc3c(cc2[nH]c1=O)OCO3)CC1CCCO1 (centres undefined),0.6,2,22,0.0
CSc1nc(N)c2c3c(sc2n1)CC(C)CC3 (centres undefined),0.1,-7,4,-0.8
O=C1CCCC=C1C(CCc1ccccc1)OC(=O)c1ccc(Br)cc1 (centres undefined),0.0,x,11,0.4

# Exported with tabs: part of the list above.
smiles	FBW7 activator	TEAD-YAP block	MITF inh	GPR151 ag
CCN(CC)c1nc(NCCc2ccc(OC)cc2)nc(N2CCCC2CO)n1 (centres undefined)	0.1	-6	10	-0.5
C=CCN(C(=O)CN(C)S(=O)(=O)c1ccc2c(c1)CCC(=O)N2)C1CCCCC1	0.1	0	16	0.0
O=C(CN1C(=O)C2C3CCC(C3)C2C1=O)N1CCCC(c2[nH]ncc2-c2ccncc2)C1 (centres undefined)	0.2	-2	-10	1.1
O=C(N/N=C/c1ccco1)c1ccccn1	-0.1	-61	19	-1.8
CCCNc1nc(-c2csc3ccccc23)nc2c1ncn2C1CCCCC1	0.0	-3	0	-0.5
Cc1cccc(C)c1NC(=O)C(=O)NCC(C)C	0.8	-24	1	-1.0
CC(/C=N/Nc1nc(N2CCOCC2)nc(N2CCOCC2)n1)=C\c1ccccc1	0.0	8	10	-0.7
COc1cccc(Nc2nc3ccc(OC)cc3s2)c1	0.1	-50	16	-0.1
CCS(=O)(=O)N1CCN(c2ncnc3c(-c4ccc(Cl)cc4)nsc23)CC1	0.1	-6	22	-0.5
COc1ccc(-n2ncc3c(SCC(=O)N4C(C)CCCC4C)ncnc32)cc1 (centres undefined)	-0.1	2	9	0.3
CCOc1ccc(Br)cc1S(=O)(=O)N(C)CCC#N	0.1	5	14	0.4
CCNC(=O)/C(C#N)=C/c1c(Oc2ccccc2)nc2c(C)cccn2c1=O	0.0	8	-5	-0.7
N[C@H](Cc1ccc(Br)cc1)C(=O)N1CCC(c2nc(-c3ccncc3)no2)CC1	-0.7	5	28	-0.5
CCCCOc1ccc(Cc2n[nH]c(=S)n2C)cc1	0.0	9	-5	-0.5
CCOc1ccccc1C1SCC(C(=O)O)N1C(C)=O (centres undefined)	-0.1	-6	-11	-0.3
O=P1(NNC(=S)Nc2ccccc2)C=C(c2ccccc2)OC(c2ccccc2)=C1	0.3	19	5	-1.2
COc1ccc(NC(=O)c2ccccc2C(=O)O)cc1S(=O)(=O)N1CCCCC1	1.1	7	20	0.0
Nc1c2c(nc3sc4c(c13)CCCCC4)CCCCC2	0.0	-64	0	-2.3
CS(=O)(=O)N1CCN(S(=O)(=O)c2cccc(C(=O)O)c2)CC1	-0.1	-5	-1	-1.1
COC(=O)C1=C(C)N(C)C(=O)NC1c1ccc(O)c(O)c1 (centres undefined)	0.0	-2	32	0.7
O=C(Nc1ccc(F)cc1)N(Cc1cc2cc3c(cc2[nH]c1=O)OCO3)CC1CCCO1 (centres undefined)	0.6	2	22	0.0
CSc1nc(N)c2c3c(sc2n1)CC(C)CC3 (centres undefined)	0.1	-7	4	-0.8
O=C1CCCC=C1C(CCc1ccccc1)OC(=O)c1ccc(Br)cc1 (centres undefined)	0.0	x	11	0.4

# Compounds were not picked by outcome (roughly 3.5% active in at least one column).
